# West Nile antiviral – inhibition of WNV-induced cytopathic effect – cell-based, CPE readout (AID 1621) | West Nile virus-infected cells, CPE inhibition; higher % means a stronger effect | one-dose CPE inhibition, % at 10 µM; IC50 in µM for titrated hits | actives 0.02% (n = 290,000); in the data active = a potency from the dose series; inconclusive = CPE inhibition mostly from about 3.7% at the one dose, without a potency; inactive = the rest, 99 in 100 with CPE inhibition below about 2.2%; note: strong numbers were not always called active
# T cell HTS – T cell immune modulation candidate | 2C CD8+ T cell-vesicle binding, flow cytometry; active compounds read low | calls only at 7 µM | actives 0.068% (n = 330,000) | AID 2052;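 active = response, share of CD8 T cells binding vesicles, and their 90th percentile fluorescence all below set limits, cut at about 80% in these data, passing the limit was not always enough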
#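 System: murine 2C transgenic CD8+ T lymphocytes; also added: QL9-loaded Drosophila micro-vesicles; times: binding 1.5 h at 37 °C; measured by: flow cytometry, PE anti-B7-1 (FL2) versus Alexa647 anti-CD8 (FL8), PFA-fixed; control set: Peptide-free naked vesicles (low) and QL9 vesicles with 0.7% DMSO vehicle (high)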
# GPR55 antagonists – GPR55 antagonists blocking LPI-driven arrestin recruitment, primary screen, imaging, U2OS, beta-arrestin-GFP, LPI agonist (AID 2013) | U2OS GPR55 beta-arrestin-GFP translocation imaging, LPI antagonism; higher % means a stronger effect | inhibition, % at 10 µM, or IC50 in µM where a hit was titrated | actives 0.13% (n = 290,000);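 active = spots per cell inhibited over 60%, with over 100 cells counted and total cytoplasm intensity under 500,000; inconclusive = wells with under 100 cells, flagged as likely toxic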;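 note: U2OS cells stably carrying GPR55 and arrestin-GFP stimulated by 5 µM LPI near EC80; imaged beta-arrestin-GFP aggregate spots per cell after agonist stimulation; plate controls were LPI-stimulated DMSO wells for no effect and DMSO wells without LPI for full effect; some results filed as inactive read as strong as hits; confirmed hits need IC50 under 10 µM and bright autofluorescent wells are also inconclusive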
# GPR35 antagonists – inhibition of zaprinast-stimulated GPR35 beta-arrestin translocation – imaging, U2OS, beta-arrestin-GFP, zaprinast agonist, primary screen (AID 2058); actives 0.052% (n = 290,000); inhibition, % at 10 µM, or IC50 in µM where a hit was titrated; U2OS GPR35 beta-arrestin-GFP translocation imaging, zaprinast antagonism; higher % means a stronger effect;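 active = inhibition of at least 50% with at least 30 cells and total cytoplasm GFP at most 10,000,000; inconclusive = under 30 cells or total GFP of 10,000,000 plus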
# GPR55 activation – GPR55 agonists via beta-arrestin recruitment, primary screen, imaging, U2OS cells, beta-arrestin-GFP redistribution (AID 1961). U2OS GPR55 beta-arrestin-GFP redistribution imaging; higher % means a stronger effect. one-dose activation, % at 10 µM; EC50 in µM for titrated hits. actives 0.048% (n = 290,000);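 active = activation above 40% with more than 50 cells counted in the well; inconclusive = wells holding fewer than 50 cells, flagged as toxic or sparse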;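 note: U2OS osteosarcoma cells stably expressing GPR55 and beta-arrestin-GFP; plate controls were DMSO negative control for no effect and LPI positive control for full effect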
# NTR1 agonist – agonists of NTR1, primary screen, imaging, U2OS cells, beta-arrestin-GFP, high content (AID 493036) | P30989 | NTR1-U2OS beta-arrestin-GFP spot imaging, agonist mode | activation, % at 20 µM | actives 0.17% (n = 330,000);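 active = activation at or above 40% of the spot to cytoplasm intensity ratio, with at least 20 cells analyzed; inconclusive = wells under 20 cells, flagged as cytotoxic or low count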;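 note: 0% = DMSO without peptide and 100% = 100 nM NTR1 peptide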
# Target sequence (P30989 whole entry, looked up): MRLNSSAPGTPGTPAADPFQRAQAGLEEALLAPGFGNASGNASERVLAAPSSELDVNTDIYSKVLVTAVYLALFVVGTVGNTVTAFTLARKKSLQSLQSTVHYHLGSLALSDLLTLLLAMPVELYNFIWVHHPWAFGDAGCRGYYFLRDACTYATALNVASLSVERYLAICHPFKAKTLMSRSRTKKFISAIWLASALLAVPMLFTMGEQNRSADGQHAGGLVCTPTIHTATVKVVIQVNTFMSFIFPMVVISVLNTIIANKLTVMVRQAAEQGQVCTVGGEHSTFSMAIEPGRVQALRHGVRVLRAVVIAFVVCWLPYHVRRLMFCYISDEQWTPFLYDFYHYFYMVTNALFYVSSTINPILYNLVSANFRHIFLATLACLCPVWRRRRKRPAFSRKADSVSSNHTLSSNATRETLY
# KOR beta-arrestin-1 – KOR agonists, beta-arrestin recruitment, primary screen, cell-based, luminescence, uHTS (AID 1777) | activation, % at 10 µM, or EC50 in µM where a hit was titrated | actives 0.02% (n = 280,000) | KOR beta-arrestin recruitment, luminescence; higher % means a stronger effect; in the data active = activation above about 50%, passing the limit was not always enough; note: a part of the inactive calls stands beside numbers as strong as those of hits
# PhoP inhibition – inhibitors of PhoP regulon expression, primary screen, Salmonella Typhimurium, GFP reporter (AID 1863) | inhibition, % at 50 µM; hits with a dose series show IC50 in µM | actives 0.16% (n = 300,000) | S. Typhimurium PhoP-regulated promoter GFP reporter, 4 h; higher % means a stronger effect;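 active = inhibition over 29.93%, a cutoff 3 SD above the screen mean, later confirmed by dose response; inconclusive = inhibition over 29.93% but no dose response follow-up; inactive = inhibition at most 29.93% or unconfirmed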;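 note: 0% = low Mg2+ inducing control and 100% = high Mg2+ repressing control; strong numbers were not always called active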
# KOR beta-arrestin-2 – KOR antagonists, beta-arrestin recruitment, cell-based, luminescence, uHTS (AID 1778); KOR beta-arrestin recruitment, luminescence, antagonist mode; higher % means a stronger effect; inhibition, % at 10 µM, or IC50 in µM where a hit was titrated; actives 0.091% (n = 290,000); in the data active = inhibition above about 50%; note: strong numbers were not always called active
# T cell HTS vesicle-bound % – second read-out of T cell HTS, no call of its own (marks repeat the call); double positive events, %; measured here: CD8+ vesicle-bound cell fraction;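 binding gate set so that unloaded-vesicle control wells show 10% double positive cells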
# NTR1 agonist cell count 20 µM – also measured in NTR1 agonist; calls as there; cell count; measured here: cell count, cytotoxicity flag
# An asterisk follows results filed as active; i = inactive; ? = inconclusive; / = no result given; [ ] = remark or other dose.
structure	West Nile antiviral	T cell HTS	T cell HTS vesicle-bound %	GPR55 antagonists	GPR35 antagonists	GPR55 activation	NTR1 agonist	NTR1 agonist cell count 20 µM	KOR beta-arrestin-1	PhoP inhibition	KOR beta-arrestin-2
COc1ccc(-c2noc(CCC(=O)Nc3cccnc3)n2)cc1	1.6%	i	8	2%	7%	-0.1%	-0.3	56	-2.5%	3%	-15%
CCOC(=O)c1[nH]c(C)c(C(=O)OCCN2C(=O)c3ccccc3C2=O)c1C	0.3%	i	18	-20%	7%	-0.3%	2.3	78	-5.0%	12%	-35%
COc1cc(OC)cc(-c2nnc(SCc3ccc(C(=O)O)cc3)o2)c1	-0.2%	i	49	-4%	-7%	-0.2%	1.1	65	4.5%	-6%	2%
C=CCOc1cccc(C(=O)N2CCCC(Nc3ccc4c(c3)OCCO4)C2)c1 (centres undefined)	-0.5%	i	44	0%	-13%	-0.1%	0.4	54	-0.2%	-6%	-22%
CC(=O)c1ccc(NC(=O)CN(c2c(C)cccc2C)S(C)(=O)=O)cc1	-0.7%	i	61	-13%	-3%	0.2%	1.3	60	6.3%	3%	-14%
CCCc1cc(=O)[nH]c(-n2[nH]c3c(c2=O)CCCC3)n1	/	i	10	3%	-15%	-0.2%	1.3	91	-0.5%	-19%	-17%
C/C(CC(=O)NCc1ccc(Cl)cc1)=N\NC(=O)c1ccccc1F	0.3%	i	54	8%	-18%	-0.4%	-1.8	78	1.9%	0%	-6%
CC/C(=C\C1CCCCC1)C(NP(=O)(c1ccccc1)c1ccccc1)c1ccccc1 (centres undefined)	?	/	/	21%	-4%	0.2%	32	102	-1.2%	3%	16%
CC(=O)Nc1ccc(N(C(=O)c2ccccn2)C(C(=O)NC2CCCCC2)c2ccc(F)cc2)cc1 (centres undefined)	-0.5%	i	44	-10%	3%	1.1%	-1.7	38	6.5%	0%	-8%
CCOC(=O)c1cc2c(ccc3nc(C)c(C)c32)[nH]c1C	0.5%	i	18	0%	-8%	0.0%	13	113	-1.4%	3%	-23%
CN1C(=S)SC(/[N+]([O-])=C\c2cccs2)C1(C)C (centres undefined)	0.1%	i	54	-9%	-8%	-0.2%	-0.5	82	-0.3%	-18%	-2%
COc1ccc(NC(=O)/C(C#N)=C/c2ccc(OCCN3CCOCC3)c(OC)c2)c(OC)c1	-0.2%	i	12	-5%	-10%	0.2%	1.7	52	2.8%	7%	-22%
Cc1ccc(-c2nc(CS(=O)(=O)CC(=O)NCCCN3CCN(C)CC3)c(C)o2)cc1	0.0%	i	38	11%	7%	-0.1%	0.1	94	-8.1%	5%	10%
COc1ccc(S(=O)(=O)N2CCOC2CNC(=O)C(=O)NCCc2ccccc2OC)cc1C (centres undefined)	-1.1%	i	27	6%	-6%	0.0%	0.5	59	-5.4%	/	10%[20 µM]
O=C(NC1CCSC1=O)c1ccccc1 (centres undefined)	0.1%	i	8	30%	-1%	0.2%	-1.2	73	2.6%	11%	1%
CN(Cc1ccccc1)C(=O)c1cccnc1	0.2%	i	40	12%	1%	-0.2%	-0.2	60	2.6%	4%	-16%[20 µM]
Cn1nc(C(=O)NC2CCCCC2)c2c1-c1ccccc1S(=O)(=O)C2	0.6%	i	17	5%	10%	0.0%	-0.6	70	3.5%	3%	-21%
O=c1c2ccccc2nnn1Cc1ccc2ccccc2c1	0.0%	i	27	4%	2%	0.2%	-1.2	49	-3.3%	4%	-8%
Cc1cccc(C(=O)Nc2nnc(SCC(=O)NCc3ccco3)s2)c1	-0.3%	i	43	-3%	6%	-0.1%	1.9	63	7.7%	2%	-24%
CN(C)S(=O)(=O)c1ccc(N2CCOCC2)nc1	-0.1%	i	45	28%	1%	0.2%	1.0	53	3.1%	-3%	-12%
O=c1cc(C(Cl)(Cl)Cl)oc2c1ccc1ccccc12	10%	i	54	-6%	-18%	-0.1%	4.5	90	0.9%	2%	3%
CCN(CC)CCNCc1ccc(-c2ccc(Cl)cc2)o1	0.3%	i	18	5%	-2%	-0.2%	-1.2	53	15%	8%	-26%
CN(CCCNC(=O)c1cn(C)c2ccc(S(=O)(=O)N(C)C)cc2c1=O)c1ccccc1	-0.4%	i	49	7%	5%	-0.1%	6.0	56	-3.7%	8%	4%
COc1ccccc1NC(=O)CSc1nc2ccccc2n1C(C)=O	-0.8%	i	41	-5%	-6%	-0.1%	3.2	51	4.8%	1%	3%
CN1CCN(C(=O)CCNC(=O)Cn2ccc3ccccc3c2=O)CC1	0.1%	i	42	4%	9%	0.2%	0.6	65	-2.0%	8%	0%
COC(=O)c1ccc(N2CCN(C)CC2)c(NC(=O)COc2ccc(C)cc2)c1	-0.3%	i	36	12%	5%	-0.1%	0.9	67	15%	-4%	-14%
CC(c1ccccc1)n1cc(C(=O)NCc2ccccn2)nn1 (centres undefined)	0.8%	i	19	5%	3%	-0.1%	-1.4	65	-1.2%	-1%	-55%
COc1cccc(OCCNC(=O)c2cccc(OC)c2)c1	0.1%	i	57	3%	-11%	0.2%	0.2	57	3.5%	-7%	1%
O=C(Cn1nnc2ccccc2c1=O)NCCc1ccccc1	0.3%	i	49	-5%	-2%	-0.1%	-0.5	78	4.7%	-5%	-7%
COc1ccc(CNC(=O)CCCC(=O)Nc2cccc(Br)c2)cc1	-0.3%	i	62	1%	0%	-0.1%	0.1	60	3.5%	0%	-3%
Cc1cc(C)n(C(=O)C(C(=O)c2ccccc2)C(C)C)n1 (centres undefined)	0.0%	i	44	4%	6%	0.1%	3.8	87	0.4%	-1%	-55%
CCCSc1nc(C)c(-c2csc(C(C#N)=C3CCCC3)n2)cc1C#N	-0.3%	i	14	13%	4%	-0.1%	2.4	63	-3.4%	0%	1%
CC(NC(=O)c1ccccc1Br)c1nnc(SCc2ccc([N+](=O)[O-])cc2)n1C (centres undefined)	0.0%	i	48	16%	6%	-0.1%	0.0	48	2.3%	1%	-16%
C=CCNC(=O)O/N=C/c1csc([N+](=O)[O-])c1	-1.3%	i	28	3%	-1%	-0.1%	-0.4	58	2.5%	-6%	5%
CCOC(=O)N1CCN(C(=O)C2CCN(S(=O)(=O)c3cc(Cl)ccc3OCC)CC2)CC1	-0.2%	i	60	6%	9%	0.3%	3.2	64	1.9%	-4%	-6%
O=C(O)C1CN(C(=O)c2ccccc2)c2cc(Cl)ccc2O1 (centres undefined)	-0.2%	i	60	1%	-3%	-0.2%	-0.8	48	1.2%	1%	-14%
Cc1nn(-c2ccccc2)c2c1C1(C(=O)Nc3ccccc31)N1C(=N2)Sc2ccccc21 (centres undefined)	0.3%	i	41	0%	18%	0.6%	8.9	45	2.8%	-7%	36%
CCN(CC)CCCN=Cc1c(O)n(-c2ccc(C)cc2)c(=O)c2ccccc12	0.2%	i	31	4%	-9%	-0.1%	0.8	45	0.9%	-9%	22%
Cc1nc(CS(=O)(=O)c2ccc(Cl)cc2)cc(Sc2ccc(Cl)cc2)n1	-0.1%	i	49	0%	2%	0.2%	3.1	61	-2.7%	-8%	18%
COc1cc2c(cc1NC(=O)C1CCCO1)oc1ccccc12 (centres undefined)	0.7%	i	23	21%	10%	0.2%	2.7	46	2.2%	17%	19%
Cc1ccc(NC(=O)CCn2nc(C)cc2C)c(C)c1	0.1%	i	46	-1%	-20%	0.3%	-1.3	50	0.6%	-2%	5%
Cc1cc2cc(CCNC(=O)CC(C)(C)C)c(=O)[nH]c2cc1C	1.5%	i	46	5%	-13%	-0.1%	0.1	61	-1.8%	5%	5%
Cc1cccc(-n2c(O)c(C=NC3CCS(=O)(=O)C3)c3ccccc3c2=O)c1 (centres undefined)	0.0%	i	9	3%	2%	-0.1%	2.1	71	-2.6%	8%	4%
COc1cc(/C=C2/SC(=S)N(CC(=O)O)C2=O)ccc1OC(=O)c1cccs1	-0.1%	i	30	-5%	-16%	0.7%	0.1	51	-3.0%	5%	7%
CCOC(=O)c1c[nH]c2c(Cl)ccc(Cl)c2c1=O	0.0%	i	42	-12%	-3%	-0.2%	-2.3	70	0.9%	11%	-16%
CCCC(=O)NCCc1nc2cc([N+](=O)[O-])ccc2n1C	-0.4%	i	53	2%	-9%	-0.4%	0.9	86	0.5%	3%	/
CO/N=C(\N)c1ccc([N+](=O)[O-])cc1	-0.2%	i	66	1%	1%	0.5%	-0.4	90	0.2%	12%	-34%
Cc1ccc(-c2nnc(Nc3ccc(C(=O)N(C)C)cc3)c3ccccc23)cc1S(N)(=O)=O	0.0%	i	14	1%	-8%	0.0%	1.3	47	0.4%	1%	27%
Cc1cc(C)n(CC(C)NCc2c(C(=O)N3CCOCC3)nc3c(C)cccn23)n1 (centres undefined)	-0.4%	i	15	20%	-1%	0.0%	-1.0	59	3.7%	-10%	11%
COc1cccc(/C=N/NC(=S)Nc2cccc(S(=O)(=O)N(C)C)c2)c1	0.0%	i	25	0%	-4%	-0.3%	0.5	57	0.1%	8%	28%
COc1ccccc1OCC(=O)Nc1ccccc1C(=O)Nc1cccc(C(=O)O)c1	-0.6%	i	68	8%	-1%	-0.1%	-1.1	56	-2.0%	-3%	6%
CCn1c(C)c(C)c2cc(C(=O)NC3CCCCCC3)ccc21	0.4%	i	17	-4%	30%	-0.1%	3.3	64	-0.1%	-2%	-37%
CCOC(=O)Cc1cc(=O)[nH]c(Nc2nc3ccccc3o2)n1	1.4%	i	65	18%	-6%	-0.1%	0.2	41	-2.3%	-7%	10%
O=C(CSc1nnc(COc2ccc(Br)cc2)o1)N1CCOCC1	-0.7%	i	58	9%	4%	-0.1%	2.1	87	/	/	-50%[20 µM]
